# aSyn rescue: rescues yeast growth from alpha-synuclein toxicity. AID 652106. actives 0.14% (n = 370,000). Yeast expressing alpha-synuclein, growth rescue, BacTiter-Glo, 24 h. Potency, µM (series often up to 46.1 µM), without a hit: at the highest dose growth rescue (activation), hits mostly activators; also: potency is read from the fitted curve at half-maximal effect; % of control where 0% means no effect; nearly all actives have a fitted effect of over 65% in size
#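 Screening used galactose-induced yeast with toxic alpha-synuclein levels, exposed to compound for 24 hr at 30 deg C. Cell growth, read with BacTiter-Glo luminescence, gave the measured signal.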
# GLP1R cytotox: cytotoxicity counter-screen for GLP-1 receptor inverse agonists | HEK293 cAMP-luciferase reporter cells, luminescence, 24 h | Potency, µM (doses to about 38.3 µM), without a hit: at the top dose activity change, negative = inhibition, actives largely listed as inhibitors | actives 0.13% (n = 410,000);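 also: loss of luciferase light is scored as toxicity; potency is read from the fitted curve at half-maximal effect; % is scaled to controls: 0 for no effect and ±100 for the full control effect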
#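 Compound-treated cells are incubated 24 hr at 37 deg C under 5% CO2 after a 12 hour attachment period, then luciferase detection reagent is added and luminescence is measured following 12 min at room temperature; lowered signal indicates toxicity.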
# GLP1R ag: activates the human GLP-1 receptor; Potency, µM (highest dose often 45.6 µM), without a hit: at the highest dose activation, actives largely listed as activators; AID 624172; HEK293 GLP-1R CRE-luciferase, luminescence, 4-6 h; cells express a hypersensitive GLP-1R form; actives 0.007% (n = 380,000); also: potency is read from the fitted curve at half-maximal effect; % of control where 0% means no effect
# Target sequence (P43220 whole entry, looked up): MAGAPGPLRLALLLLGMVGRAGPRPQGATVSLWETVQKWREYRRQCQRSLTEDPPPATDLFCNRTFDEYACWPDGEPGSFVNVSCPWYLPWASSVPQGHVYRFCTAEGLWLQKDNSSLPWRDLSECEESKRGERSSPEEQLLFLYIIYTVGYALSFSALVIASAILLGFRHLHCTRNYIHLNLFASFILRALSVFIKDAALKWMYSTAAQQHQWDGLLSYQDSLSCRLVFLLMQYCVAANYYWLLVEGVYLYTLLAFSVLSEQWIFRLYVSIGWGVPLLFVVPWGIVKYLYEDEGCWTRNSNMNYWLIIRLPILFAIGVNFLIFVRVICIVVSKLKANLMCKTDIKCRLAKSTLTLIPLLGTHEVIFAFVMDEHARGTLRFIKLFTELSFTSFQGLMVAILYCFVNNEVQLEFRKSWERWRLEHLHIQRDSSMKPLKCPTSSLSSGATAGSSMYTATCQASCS
# KB-V1 MDR tox: KB-V1 MDR subline cytotoxicity; Potency, µM (highest dose often 46.1 µM), for the others: at the top dose activity change, negative = cytotoxicity, actives largely listed as cytotoxic; actives 3.4% (n = 400,000); KB-V1 MDR cells viability, CellTiter-Glo, 72 h; also: potency is read from the fitted curve at half-maximal effect; % is scaled to controls: 0 for no effect and ±100 for the full control effect; nearly all actives have a fitted effect of over 60% in size
#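 Compound-treated KB-V1 multidrug-resistant cells, 72 h, 37 degrees C; viability by CellTiter-Glo. Fitted qHTS curves give the values.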
# PTHR1 ag: agonists of human PTHR1 parathyroid hormone receptor. HEK293 GP2 PTHR1 cells, GloSensor cAMP luminescence, 1 h. Potency, µM (highest dose often 115 µM), for inactives: top-dose activation, actives largely listed as activators. actives 0.075% (n = 410,000). AID 743266. Q03431; also: potency is read from the fitted curve at half-maximal effect; nearly all actives have a fitted effect of over 55% in size; some results filed as inactive show a strong effect at the top dose; inactives centre near -15; many of its hits are not listed in these tables
#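 HEK-293-derived GP2 cells expressing PTHR1 and a GloSensor cAMP reporter, 3,000/well, plated overnight, given luciferin plus IBMX (each 0.5 mM as added) for 1 h at 37 °C, then compound for 1 h at 37 °C. Luminescence was read after 15 min at room temperature.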
# TDP43 rescue: inhibitors of TDP-43 toxicity in yeast; actives 1.8% (n = 410,000); Potency, µM (top dose mostly 46.1 µM), for the others: top-dose growth rescue (activation), hits mostly activators; AID 652104; TDP-43 expressing yeast growth rescue, BacTiter-Glo, 24 h; also: potency is read from the fitted curve at half-maximal effect; % of control where 0% means no effect; nearly all actives have a fitted effect of over 50% in size
#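 Yeast cells expressing TDP-43 under galactose induction are exposed to compounds for 24 hr at 30 deg C. BacTiter-Glo luminescence measures growth, so protective compounds score as activators.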
# DRD3 antagonist: antagonists of human D3 dopamine receptor. P35462. D3R cells, DiscoveRx beta-arrestin luminescence, antagonist mode; stronger effect = lower value. max response, negative = inhibition, %. actives 2.5% (n = 360,000). AID 652054; in the data active = max response below about -50%; inconclusive = no clear call, values can overlap the other calls; also: % is scaled to controls: 0 for no effect and ±100 for the full control effect; mostly tested at two doses, the higher about 12 µM
# Target sequence (P35462 whole entry, looked up): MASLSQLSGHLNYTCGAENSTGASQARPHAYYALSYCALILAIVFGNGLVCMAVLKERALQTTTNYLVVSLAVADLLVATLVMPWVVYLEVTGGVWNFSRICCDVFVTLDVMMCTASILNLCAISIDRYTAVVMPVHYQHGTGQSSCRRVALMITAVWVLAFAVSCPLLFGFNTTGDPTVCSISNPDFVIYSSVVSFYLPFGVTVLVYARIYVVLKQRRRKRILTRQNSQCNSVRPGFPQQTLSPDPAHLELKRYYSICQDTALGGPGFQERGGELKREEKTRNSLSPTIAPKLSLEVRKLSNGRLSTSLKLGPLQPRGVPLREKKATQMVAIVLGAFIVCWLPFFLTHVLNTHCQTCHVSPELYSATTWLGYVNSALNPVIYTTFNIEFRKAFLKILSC
#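 Cells plated overnight at 1500 cells/well, then exposed to library compounds with dopamine controls for 90 minutes at 37 degrees C. DiscoveRx reagent added for 30–60 minutes at room temperature; luminescence read, quantitative HTS format.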
# DRD3 agonist: D3 dopamine receptor (human) agonism | max activation, % | actives 0.58% (n = 410,000) | AID 652048 | P35462 | D3R DiscoveRx beta-arrestin cells, luminescence, 90 min; in the data active = max activation above about 30%; also: 0% is about no effect; mostly tested at two doses, the higher about 12 µM
#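 Cells at 1500/well, incubated overnight, then treated with pinned compounds (dopamine as control) for 90 min at 37 degrees C. DiscoveRx reagent added for 30 - 60 minutes at room temperature; luminescence read.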
# GLP-1R inv ag: GLP-1 receptor (human) inverse agonism | P43220 | HEK293 GLP-1R CRE-luciferase, luminescence, 24 h; GLP-1R form is constitutively active | Potency, µM (titrated, usually from 38.3 µM), for the others: top-dose activity change, negative = inhibition, hits mostly inhibitors | actives 1.6% (n = 410,000) | AID 624417; also: potency is read from the fitted curve at half-maximal effect; % is scaled to controls: 0 for no effect and ±100 for the full control effect; nearly all actives have a fitted effect of over 55% in size
#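 Inverse agonism was detected as reduced cAMP-driven luciferase luminescence after 24 h compound treatment. The cells were HEK293 clones expressing constitutively active human GLP-1R with the reporter. Reporter-only and GPR119 cell lines served as counterscreen controls.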
# * = called active by the depositor; i = inactive; ? = inconclusive; nt = not tested or not shown; [ ] = dose if it differs, or a comment. Unless noted, calls follow the shape of the dose curve; as a rule, active = well fitted curve in the direction sought with a large enough effect; inconclusive = small, poorly fitted or top-dose-only effect, or another doubt; inactive = no such curve, though single readings can be large; an effect the other way counts as inactive or inconclusive. The list is partial; the hit share may differ from the screen's.
SMILES,aSyn rescue,GLP1R cytotox,GLP1R ag,KB-V1 MDR tox,PTHR1 ag,TDP43 rescue,DRD3 antagonist,DRD3 agonist,GLP-1R inv ag
Cc1nn2c(=O)cc(COC(=O)c3cccc(NC(=O)c4ccc(C(C)(C)C)cc4)c3)nc2s1,nt,1%,nt,nt,-20%,0%,nt,0,1%
C=CCn1cnc2scc(-c3ccc(CC)cc3)c2c1=O,2%,28%,15%,-12%,i,3%,1,1,?
COc1ccc(NC(=O)COc2ccc(CNCCCN3CCOCC3)cc2OC)cc1,9%,-3%,-1%,4%,-8%[57.5 µM],-1%,-29,-21,0%
Cc1ccn2cc(C(=O)Nc3ccc4c(c3)OCCO4)nc2c1,-5%,-22%,1%,?,-23%[57.5 µM],-20%,-26,4,10%
CC(C)(CNC(=O)C1c2ccccc2-c2ccccc21)N1CCOCC1,2%,-1%,6%,-5%,i,-6%,1,5,-24%
CCC(C(=O)NC1CCCC1)n1c(-c2ccncc2)nc2ccccc21 (stereo not drawn),0%,1%,nt,-23%,-17%,12%,4,0,-17%
COc1ccc2c(c1OC)C(=O)N(c1ccc(O)cc1)C2=O,-13%,22%,17%,11%,i,-15%,8,2,43%[activator]
N#Cc1ccc(OCC(=O)N2CCCC2=O)cc1,-4%,8%,-1%,21%,i,-7%,-7,0,-1%
O=C1CCN(S(=O)(=O)c2cc(C(F)(F)F)ccc2Cl)CC1,-5%,4%,-2%,0%,-24%,0%,22,6,4%
CCNC(=O)C(=O)Nc1cc2c3c(c1)CCN3C(=O)CC2,-12%,1%,-2%,0%,-12%,-6%,-9,2,19%
CC(=O)N1CCN=C1SCc1ccccc1Cl,-3%,3%,13%,-25%,-6%,25%,6,3,-17%
CCOc1ccc(NC(=O)c2ccccc2-c2ccccc2C(=O)O)cc1,-11%,-4%,2%,8%,-11%,-18%,-22,-6,28%
N#Cc1c(NC(=O)CSc2nc(N)cc(=O)[nH]2)sc2c1CCCCCC2,1%,-10%,1%,?,-10%[57.5 µM],-6%,12,9,51%
Cc1ccc(C(=O)Nc2ccc(C(=O)N/N=C/c3ccccn3)cc2)cc1,-5%,-5%,6%,-7%,-6%,-6%,2,4,?
Cc1ccc(CSc2nc3cc(C(=O)NC4CCCC4)ccc3c(=O)n2Cc2ccccc2)cc1,nt,5%,nt,nt,-25%,4%,nt,-21,-3%
COc1cc2ccccc2cc1C(=O)N1CC(C)CC(C)C1 (stereo not drawn),16%,-3%,5%,13%,-6%,9%,-15,-11,?
CCCCC(=O)Nc1ccc(C(=O)OC2CCCCC2)cc1,-13%,-30%,17%,?,-13%,6%,41,4,?
COc1ccccc1N1CCN(C(=O)CSc2n[nH]c(-c3ccccc3)n2)CC1,nt,-3%,nt,9%,-84%[inhibitor],20%,nt,3,-18%
O=C(CSc1nnnn1-c1cccc(F)c1)NC1CCCCC1,-3%,-19%,9%,18µM*,i,-11%,0,-17,0%
CCS(=O)(=O)c1ncc(N(Cc2ccccc2)Cc2ccco2)c(C(=O)Nc2cccc(Cl)c2C)n1,nt,-2%,nt,?,-9%,17%,nt,1,?
Cc1nc(SCC(N)=O)c(C#N)c(C)c1C,0%,-1%,3%,5%,-16%,9%,8,8,-4%
C[C@@H]1CN([C@@H](C)CO)C(=O)c2cc(Br)cnc2O[C@H]1CN(C)C(=O)C1CCCCC1,-2%,-3%,1%,11%,-19%,21%,-24,-6,12%
CCCc1nnc(SCC(=O)Nc2ccc(OC)cc2)n1N,2%,-13%,-6%,18%,i,-5%,16,-11,?
COc1cc([N+](=O)[O-])cc(/C=N/NC(=O)C(C)Nc2cccc(C)c2)c1O (stereo not drawn),9%,5%,-22%,?,0%,28%,-55*,-19,6%

# In the list so far, two contain a thiophene ring, fused or not:
SMILES,aSyn rescue,GLP1R cytotox,GLP1R ag,KB-V1 MDR tox,PTHR1 ag,TDP43 rescue,DRD3 antagonist,DRD3 agonist,GLP-1R inv ag
C=CCn1cnc2scc(-c3ccc(CC)cc3)c2c1=O,2%,28%,15%,-12%,i,3%,1,1,?
N#Cc1c(NC(=O)CSc2nc(N)cc(=O)[nH]2)sc2c1CCCCCC2,1%,-10%,1%,?,-10%[57.5 µM],-6%,12,9,51%

# Further records follow:
SMILES,aSyn rescue,GLP1R cytotox,GLP1R ag,KB-V1 MDR tox,PTHR1 ag,TDP43 rescue,DRD3 antagonist,DRD3 agonist,GLP-1R inv ag
O=C(c1cccs1)N1CCC(N2CCN(c3ccccc3)CC2)CC1,0%,8%,1%,-4%,i,3%,?,47*,-35%
O=C(NNC(=O)c1sccc1-n1cccc1)c1cccc(Cl)c1,3%,-6%,8%,?,i,15%,-3,2,-8%
Cc1cccc(C)c1NC(=O)Cn1c(=O)n(CCCC(=O)NC2CCN(Cc3ccccc3)CC2)c(=O)c2ccccc21,-1%,5%,10%,9%,i,7%,2,5,16%
CCOC(=O)C(=O)NCC1CCCN1S(=O)(=O)c1cccs1 (stereo not drawn),-3%,6%,4%,11%,-22%,1%,-5,1,11%
CC(C)NC(=O)C1Cc2c(-c3ccc(Cl)cc3)ccnc2O1 (stereo not drawn),-10%,7%,9%,-22%,-8%,13%,-5,-1,9%
Cc1ccc(N=C2NC(=O)/C(=C/c3cccnc3)S2)cc1C,2%,6%,-1%,-16%,i,4%,-27,-12,9%
Cc1ccc(NS(=O)(=O)c2ccc(Cl)s2)nc1,2%,-4%,-5%,?,-18%,3%,6,11,10%
CCC(C)(C)C(=O)Nc1cc([N+](=O)[O-])ccc1F,-1%,-4%,6%,-8%,i,6%,-13,0,-10%
O=C(Nc1cccnc1)c1ccco1,-11%,12%,-4%,-1%,i,-11%,12,2,21%
COc1cccc(N2CCN(C(=O)c3cccn3-c3nnc(N4CCCCC4)s3)CC2)c1,nt,37%[activator],nt,2%,-2%,6%,nt,-7,9%
Cc1ccc(CC2CC(=O)N(c3ccc4c(c3)OCCO4)C2=O)cc1 (stereo not drawn),7%,1%,-5%,6%,i,?,23,5,22%
CCOC(=O)C(C)n1cnc2c(nnn2Cc2ccc(C)cc2)c1=O (stereo not drawn),-5%,-5%,-4%,?,i,-19%,-24,-14,0%
CCc1ccc(N2CC(C)Cn3c2nc2c3c(=O)n(CC(=O)O)c(=O)n2C)cc1 (stereo not drawn),nt,1%,0%,?,i,6%,nt,-9,0%
COc1ccc(C)cc1Nc1nc(-c2c(C)[nH]c3ccccc23)cs1,2%,29%,-4%,1%,i,12%,-3,-4,?
CCc1nc(N2CCCC2)c(C#N)c2c1CCCC2,7%,18%,26%,5%,i,8%,-14,-4,12%
O=C(NCC1OCCc2ccccc21)c1ccc(NC(=O)c2ccc(Cl)cc2)cc1 (stereo not drawn),-2%,-12%[1.53 µM],-13%,?,-20%,4%,?,-14,?
CCOC(=O)N1CCN(c2ncc3c(n2)CC(c2ccc(Cl)cc2)CC3=O)CC1 (stereo not drawn),2%,7%,-2%,16µM*,-31%[inhibitor],13µM*,nt,3,11%
O=C1NC[C@@H](CCCCN2CCN(Cc3ccccc3)C(=O)C2=O)N(CCC2CCCCC2)C1=O,-3%,5%,3%,?,-3%,13%,0,-8,12%
COc1cccc(C(O)c2nc3ccccc3n2C(C)C)c1OC (stereo not drawn),-1%,2%,12%,-1%,i,-11%,-9,-8,-5%
Cc1ccc2c(C)c(C(=O)N3CCN(Cc4ccccn4)CC3)oc2c1C,0%,3%,19%,3%,i,13%,-8,-9,19%
O=C(NCCN1CCCCC1)Nc1ccccc1,0%,-6%,-14%,2%,-28%[57.5 µM],-13%,-17,-24,0%
CCCNC(=O)CCc1nnc2ccc(N3CCN(c4cccc(OC)c4)CC3)nn12,nt,-6%,nt,nt,i,19%,nt,4,1%
Fc1ccc(Cn2nnc(-c3ccc(CN4CCOCC4)cc3)n2)cc1,9%,2%,13%,0%,i,-5%,-7,-4,-1%
CCCS(=O)(=O)N1CC(=O)N(c2ccc(C)cc2)C(C)(C(=O)NC2CCCCCC2)C1 (stereo not drawn),nt,4%,nt,3%,i,9%,nt,-8,17%

# Just GLP1R cytotox, for two of the compounds above:
structure	GLP1R cytotox
COc1ccc(C)cc1Nc1nc(-c2c(C)[nH]c3ccccc23)cs1	29%
CCCS(=O)(=O)N1CC(=O)N(c2ccc(C)cc2)C(C)(C(=O)NC2CCCCCC2)C1 (stereo not drawn)	4%

# (list continues)
SMILES,aSyn rescue,GLP1R cytotox,GLP1R ag,KB-V1 MDR tox,PTHR1 ag,TDP43 rescue,DRD3 antagonist,DRD3 agonist,GLP-1R inv ag
N/C(=N\OC(=O)CN1C(=O)c2ccccc2C1=O)c1ccc(Cl)cc1,2%,5%,-3%,20%,-36%[inhibitor],?,18,3,2%
O=S(=O)(c1cccc(C(F)(F)F)c1)N1CCC(CO)(CCCc2ccccc2)CC1,?,11%,8%,-6%,-26%,?,6,6,?
CC1CC(C)CN(C(=O)C(C)N2CCN(S(=O)(=O)c3ccc(C(F)(F)F)cc3)CC2)C1 (stereo not drawn),3%,-5%,4%,0%,-30%,8%,8,2,10µM*
O=C(CCc1ccc(S(=O)(=O)NCc2ccccc2)cc1)NCc1ccco1,3%,0%,3%,21µM*,-30%,-13%,-1,1,0%
Cc1ccc(Cl)cc1NCN1C(=O)c2ccccc2C1=O,0%,0%,-8%,-5%,i,21%,-16,-6,17%
Cc1ccc(OCCSc2nc3ccccc3n2CC(=O)N2CCCCC2)c(C)c1,nt,-14%,nt,12µM*,i,21%,nt,3,?
COc1ccc(-c2ccc(SCC(=O)NCc3ccc4c(c3)OCO4)nn2)cc1OC,15%,8%,15%,?,-14%,-5%,6,4,47%[activator]
S=C(NC12CC3CC(CC(C3)C1)C2)N1CCCC1,0%,7%,1%,?,i,-21%,-1,0,-19%
CN(C(=O)CCN1C(=O)S/C(=C\c2ccccc2)C1=O)C1CCS(=O)(=O)C1 (stereo not drawn),-7%,-18%,-2%,0%,-15%,3%,28,4,-4%
